Polio RdRp inh – poliovirus RNA polymerase inhibition. % elongation, % (compound at 16.7 µg/mL). 0.66% of 150,000 active. P03300. poliovirus polymerase elongation, fluorescence polarization; stronger effect = lower value. AID 588519; in the data active = % elongation below about 90%; note: some results filed as inactive read as strong as hits
Target sequence (P03300 1749-2209 limits assumed): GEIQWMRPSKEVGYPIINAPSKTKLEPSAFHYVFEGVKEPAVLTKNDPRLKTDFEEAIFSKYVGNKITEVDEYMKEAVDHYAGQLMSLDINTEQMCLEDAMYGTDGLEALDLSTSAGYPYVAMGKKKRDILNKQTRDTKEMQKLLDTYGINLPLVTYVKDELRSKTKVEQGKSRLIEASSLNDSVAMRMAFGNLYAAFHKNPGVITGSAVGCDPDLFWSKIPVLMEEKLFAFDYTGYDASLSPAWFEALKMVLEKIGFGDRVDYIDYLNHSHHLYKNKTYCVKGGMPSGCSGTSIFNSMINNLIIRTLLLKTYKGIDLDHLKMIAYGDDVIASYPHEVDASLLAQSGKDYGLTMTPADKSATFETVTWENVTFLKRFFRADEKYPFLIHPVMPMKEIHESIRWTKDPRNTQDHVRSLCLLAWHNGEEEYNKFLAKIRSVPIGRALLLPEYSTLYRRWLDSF
Polio RdRp inh FP z-score – also measured in Polio RdRp inh; calls as there; z-score; measured here: FP z-score; hits read low
The depositor's hits bear a star; & = joins results of further samples. Some of the compounds tested; the hit share may differ from the screen's.

SMILES | Polio RdRp inh | Polio RdRp inh FP z-score
Cc1ccc(NC(=O)COc2ccc3oc4c(c3c2)CCCC4)c(C)c1 | 105 | 0
O=C(CCCCc1nc2ccccc2s1)Nc1ccccc1 | 102 | 0.2
CCc1ccc(CNC(=O)c2nn(-c3ccc(C)c(C)c3)nc2CO)cc1 | 101 | -1
CCN1CCCC1CNC(C)C(=O)NC1CCCC1 (stereo unspecified) | 103 | -0.1
NC(=O)C1CCN(c2nc3c(S(=O)(=O)c4ccc(Br)cc4)nnn3c3ccccc23)CC1 | 99 | -1.2
Fc1cccc(Cl)c1CSc1nnc(-c2c[nH]c3ccccc23)o1 | 108 | 0.5
CC(C)(C)OC(=O)CN1C(=O)S/C(=C/c2cccs2)C1=O | 101 | -0.5
Cc1cc(C)n2c(Nc3c(C)cccc3C)c(-c3ccc(C)o3)nc2n1 | 99 | -0.5
COCC(C)n1c(=S)nnc2c3ccccc3[nH]c21 (stereo unspecified) | 101 | 0
O=C1CCC(N2C(=O)c3ccccc3C2=O)C(=O)N1 (stereo unspecified) | 100&100&99&99 | -0.1&0.2&-0.2&0
CCC(=O)N1CCc2cc(CNC(=O)Nc3cc(OC)c(OC)c(OC)c3)ccc21 | 110 | 0.6
COc1cc(CN(C(=O)c2ccccc2)c2ccccn2)cc(OC)c1OC | 113 | 0.5
CCC(C)Cn1c(Cc2ccc(OC)cc2)nc2ccccc21 (stereo unspecified) | 103 | 0.2
CC1=C(C(=O)N2CCN(c3cccc(C(F)(F)F)c3)CC2)C2(CCCCC2)OC1=O | 105 | -0.2
CC1(C)OC(=O)C(=C2CCCCCN2)C(=O)O1 | 107 | 1.4
O=C(OC(C(=O)c1ccccc1)c1ccccc1)c1cccc(O)c1 (stereo unspecified) | 103 | 0.4
Cc1[nH]c(=O)[nH]c(=O)c1Cc1cccc2ccccc12 | 104 | 0.7
CCOC(=O)CNS(=O)(=O)c1cc(-c2nnc(Nc3cccc(O)c3)c3ccccc23)ccc1C | 105 | 0.2
C/C(=N\NC(=O)c1sc2ccccc2c1Cl)c1ccco1 | 102 | 0.5
CC(C)NC(=O)c1ccc(COCC(F)(F)F)cc1 | 99 | -0.6
CCSc1nnc2c(n1)OC1(CCCC1)Nc1ccccc1-2 | 99 | -0.4
COCCOC(=O)C1=C(C)NC(=O)NC1c1cn(-c2ccccc2)nc1-c1ccccc1 (stereo unspecified) | 107 | 0.7
Cc1c(C(=O)NNc2ncnc3sc4c(c23)CCCC4)oc2ccccc12 | 104 | 0.2
COC(=O)/C(C#N)=C(\C)N | 100 | -0.2
COc1ccccc1CNC(=O)CN1C(=O)CSc2c1c(C)nn2-c1ccccc1 | 108 | 0.3
Cc1csc2nc(-c3cccc(NS(C)(=O)=O)c3)cn12 | 104 | -0.9
CCc1nnc(NC(=O)C(CC(C)C)N2C(=O)c3ccccc3C2=O)s1 (stereo unspecified) | 101 | 0.1
COc1ccc(-c2noc(N3CCC(C(=O)N(C)c4ccccc4)CC3)n2)cc1 | 105 | 0.6
CSc1cccc(N2CC(C(=O)N3CCCCC3C(N)=O)CC2=O)c1 (stereo unspecified) | 105 | 0.5
O=C(NCCc1ccccc1)c1ccccc1CN1C(=O)c2ccccc2C1=O | 101 | -0.2
NS(=O)(=O)c1ccc(CNC(=S)NC2CCCC2)cc1 | 102 | 0.2
COc1ccc(/C=C2\Sc3ccccc3NC2=O)cc1 | 100 | -0.5
C=CCNC(=O)C(C)N1c2cccc3cccc(c23)S1(=O)=O (stereo unspecified) | 103 | 0.4
CCN(CC)S(=O)(=O)c1ccc(C(=O)Nc2ccccc2Cl)cc1 | 103 | 0.2
CS(=O)(=O)N1CCN(C(=O)Cc2ccc(-c3ccccc3)cc2)CC1 | 101 | 0.3
O=C(Nc1ccc(C(F)(F)F)cc1)C1CCc2ccccc2O1 (stereo unspecified) | 104 | 0.1
O=C(CSc1nc(-c2ccccc2)c2ccccc2n1)Nc1ccc(F)cc1 | 112 | 1
Cc1ccnc(SCC(=O)c2ccc(Br)cc2)n1 | 101 | 0.1
N#Cc1cn(CCCOc2ccccc2Cl)c2ccccc12 | 101 | 0.1
CCCCN(CC)CCCn1cnc2c([nH]c3ccc(Cl)cc32)c1=O | 100 | -1.3
O=C1CC2OCC=C3CN4CC[C@]56c7ccccc7N1C5[C@H]2[C@H]3CC46 (stereo partly specified) | 102 | 0.5
CCOc1cccc(NC(=O)c2sc3nc(-c4ccc(F)cc4)ccc3c2N)c1 | 106 | 0.3
NNC(=O)c1cn2cc(C(F)(F)F)cc(Cl)c2n1 | 99 | -0.7
CCn1c(Nc2ccccc2Cl)nc2ccccc21 | 103 | 0.6
COc1ccc(-c2cc3c(=O)n(CC(=O)N(C)Cc4ccccc4)nc(C)n3n2)cc1 | 101 | -0.3
Cc1cccc(C)c1NC(=O)Cn1c(=O)n(CCC(=O)NCc2ccc3c(c2)OCO3)c(=O)c2sccc21 | 110 | 0.8
O=C(CSc1nc2cc(Cl)ccc2c(=O)n1Cc1ccco1)c1ccc(Cl)s1 | 106 | 0.4
c1cncc(-c2nn[nH]n2)c1 | 102 | 0.3
O=C(c1cccs1)c1cn(CCOc2ccc(Cl)cc2)c2ccccc12 | 102 | -0.4
Cc1ccc(N(CC(O)CN2C(=O)NC(C)(C)C2=O)S(=O)(=O)c2ccccc2)cc1 (stereo unspecified) | 100 | -0.2

23 consecutive compounds from above:
SMILES | Polio RdRp inh | Polio RdRp inh FP z-score
Cc1ccc(NC(=O)COc2ccc3oc4c(c3c2)CCCC4)c(C)c1 | 105 | 0
O=C(CCCCc1nc2ccccc2s1)Nc1ccccc1 | 102 | 0.2
CCc1ccc(CNC(=O)c2nn(-c3ccc(C)c(C)c3)nc2CO)cc1 | 101 | -1
CCN1CCCC1CNC(C)C(=O)NC1CCCC1 (stereo unspecified) | 103 | -0.1
NC(=O)C1CCN(c2nc3c(S(=O)(=O)c4ccc(Br)cc4)nnn3c3ccccc23)CC1 | 99 | -1.2
Fc1cccc(Cl)c1CSc1nnc(-c2c[nH]c3ccccc23)o1 | 108 | 0.5
CC(C)(C)OC(=O)CN1C(=O)S/C(=C/c2cccs2)C1=O | 101 | -0.5
Cc1cc(C)n2c(Nc3c(C)cccc3C)c(-c3ccc(C)o3)nc2n1 | 99 | -0.5
COCC(C)n1c(=S)nnc2c3ccccc3[nH]c21 (stereo unspecified) | 101 | 0
O=C1CCC(N2C(=O)c3ccccc3C2=O)C(=O)N1 (stereo unspecified) | 100&100&99&99 | -0.1&0.2&-0.2&0
CCC(=O)N1CCc2cc(CNC(=O)Nc3cc(OC)c(OC)c(OC)c3)ccc21 | 110 | 0.6
COc1cc(CN(C(=O)c2ccccc2)c2ccccn2)cc(OC)c1OC | 113 | 0.5
CCC(C)Cn1c(Cc2ccc(OC)cc2)nc2ccccc21 (stereo unspecified) | 103 | 0.2
CC1=C(C(=O)N2CCN(c3cccc(C(F)(F)F)c3)CC2)C2(CCCCC2)OC1=O | 105 | -0.2
CC1(C)OC(=O)C(=C2CCCCCN2)C(=O)O1 | 107 | 1.4
O=C(OC(C(=O)c1ccccc1)c1ccccc1)c1cccc(O)c1 (stereo unspecified) | 103 | 0.4
Cc1[nH]c(=O)[nH]c(=O)c1Cc1cccc2ccccc12 | 104 | 0.7
CCOC(=O)CNS(=O)(=O)c1cc(-c2nnc(Nc3cccc(O)c3)c3ccccc23)ccc1C | 105 | 0.2
C/C(=N\NC(=O)c1sc2ccccc2c1Cl)c1ccco1 | 102 | 0.5
CC(C)NC(=O)c1ccc(COCC(F)(F)F)cc1 | 99 | -0.6
CCSc1nnc2c(n1)OC1(CCCC1)Nc1ccccc1-2 | 99 | -0.4
COCCOC(=O)C1=C(C)NC(=O)NC1c1cn(-c2ccccc2)nc1-c1ccccc1 (stereo unspecified) | 107 | 0.7
Cc1c(C(=O)NNc2ncnc3sc4c(c23)CCCC4)oc2ccccc12 | 104 | 0.2

Next section.
SMILES | Polio RdRp inh | Polio RdRp inh FP z-score
COCCNC(=O)c1ccc(NC(=O)c2cccc(OC)c2)cc1 | 104 | 1
COc1ccc(N2CCN(C(=O)c3cc4c(=O)n(Cc5cccnc5)ccc4nc3C)CC2)cc1 | 123 | 3.3
CCCCNC(=O)c1ccc2c(c1)NC(=O)CN2C | 100 | -0.1
CC(C)(C)C(=O)OCc1cc(=O)n2nc(C3CCCCC3)sc2n1 | 101 | -1
Clc1ccccc1Nc1ncnc2c1nc1n2CCCCC1 | 112 | 1.2
CCCNC(=O)c1ccc(-c2ccccc2)s1 | 105 | 1.1
C[C@H](NC(=O)Cc1cccc2ccccc12)C(=O)N1CCOCC1 | 98 | 0.1
NC(=O)c1c(Nc2ccccc2)n[nH]c1N | 100 | -0.6
CCOc1cc(C2c3c(oc4ccccc4c3=O)C(=O)N2Cc2ccccc2Cl)ccc1O (stereo unspecified) | 103 | -0.2
Cc1oc(C(C)(C)C)cc1C(=O)N1CCN(c2ncccc2C(F)(F)F)CC1 | 107 | 0.8
CC1(C)C2CC=C(/C=N/NC(=O)c3cccnc3)C1C2 (stereo unspecified) | 108 | 0.7
CSc1nc(/N=C/N(C)C)n(-c2ccccc2)n1 | 100 | -0.5
Cc1c(C(=O)O)sc2nc3n(c(=O)c12)CCC(C)CC3 (stereo unspecified) | 102 | 0.2
CC(=O)N/C(=C\c1ccc(F)cc1)C(=O)N(C)C | 106 | 0.4
Cc1ccccc1NC(=O)CCCn1sc2ccccc2c1=O | 104 | 0.4
COc1ccccc1OC(C)C(=O)Nc1cccc(-c2nc3ccccc3o2)c1 (stereo unspecified) | 114 | 0.6
COC(=O)c1c(NC(C)=O)sc2c1CCS2 | 103 | 0.2
O=C(Nc1cccc(F)c1)N1C2CCC1CC(O)(c1cccnc1)C2 (stereo unspecified) | 103 | 0.4
CCCCOc1ccc(CNC(=O)c2ccc(-c3nc(CN4CCc5ccccc54)c(C)o3)cc2)cc1 | 99 | -1.9
C=CCNC(=O)CN1CCN(S(=O)(=O)c2cc(C)ccc2C)CC1 | 98 | -0.4
COc1ccccc1CNC(=O)c1c(O)nc2cc(C)ccn2c1=O | 104 | -0.3
N#CC1=C(SCC(=O)N2CCc3ccccc32)NC2=C(C(=O)CCC2)C1c1cccnc1 (stereo unspecified) | 106 | 0.4
CN(C(=O)COc1ccc(Oc2ccccc2)cc1)C1CCS(=O)(=O)C1 (stereo unspecified) | 100 | -1.3
O=C(c1ccco1)N1CCN(C(=O)C2c3ccccc3C(=O)N3CCc4ccccc4C23)CC1 (stereo unspecified) | 102 | 0.2
O=C(NC1CCN(C(=O)c2ccc(Cl)cc2Cl)CC1)c1ccccc1 | 106 | 0.3
O=C1Nc2cc(Cl)ccc2Oc2cc(Oc3ccccc3)ccc21 | 101 | -0.2
COc1ccc(NC(=O)c2c(NCc3ccc(C)o3)sc3c2CCCCC3)c(OC)c1 | 103 | -0.1
CCOC(=O)N1CCN(C(=O)c2ccc3c(c2)NC(=O)/C(=C/c2ccccc2)S3)CC1 | 101 | 0.1
N#Cc1nc(-c2ccccc2)oc1NCc1ccccc1 | 101 | -0.3
C/C(=N\O)C(=O)OC1CC(C)CCC1C(C)C (stereo unspecified) | 104 | 1.7
CNC(=S)Nc1cc(C)ccn1 | 97 | -0.5
CN1C2CC(OC(=O)[C@H](CO)c3ccccc3)C[C@H]1[C@H]1OC21 (stereo partly specified) | 101 | 0.4
CN1C(=O)CSc2ccc(NC(=O)N3CCC(N4CCCCC4)CC3)cc21 | 105 | 1.5
Cc1cccc(C)c1NC(=O)Cn1c(S(=O)(=O)CC(N)=O)nc2ccccc21 | 105 | 0.7
Cc1ccccc1-c1nnc(C2CCN(S(=O)(=O)c3ccc4c(c3)CCCC4)CC2)o1 | 100 | 0.1
Cn1c(=O)n(C)c2cc(N3CCCCC3)c(NC(=O)C(C)(C)C)cc21 | 100 | -0.1
Cc1oc(C(=O)O)cc1CSc1nc2ccccc2[nH]1 | 100 | -0.1
CC1(C)OC(=O)C(=CNc2ccccc2)C(=O)O1 | 104 | 0.7
O=C(O)Cn1c(=O)c(F)cn(C2CCCO2)c1=O (stereo unspecified) | 100 | -0.3
CCOc1ccc(NC(=O)c2sc3nc4n(c(=O)c3c2C)CCCC4)cc1 | 111 | 0.8
Cc1cc(C)n(-c2nc(C)c(C)c(=O)n2CC(=O)Nc2ccc([N+](=O)[O-])cc2)n1 | 105 | -0.5
CC(=O)Nc1sc2c(c1C(=O)O)CCCC2 | 102 | -0.2
CC(=O)N1c2nonc2N(C(C)=O)c2nonc21 | 100 | -0.3
N#Cc1ccccc1CNCc1cccs1 | 100 | -0.2
COC(=O)c1ccccc1NC(=O)N1CCC(CN2CCc3ccccc3C2)CC1 | 103 | 0
COc1ccccc1C1C(C(N)=O)=C(C)Nc2nc(SCc3ccccc3F)nn21 (stereo unspecified) | 106 | 0.5
O=C(CS(=O)(=O)c1cccc2nsnc12)Nc1ccc(F)cc1 | 107 | -0.1
CCOc1ccccc1C(=O)NCc1ccc2c(c1)OCO2 | 106 | 0.3
NC(=O)CC12CC3CC(C1)CC(C(N)=O)(C3)C2 | 102 | 0.1
O=C1c2ccccc2C(=O)N1CN1CCSCC1 | 105 | 0.6

Next section
SMILES | Polio RdRp inh | Polio RdRp inh FP z-score
CCOc1ccccc1NC(=O)CS | 98 | -1.2
CCC(=O)N1c2ccc(S(=O)(=O)CCC(=O)N3CCN(c4ccc(F)cc4)CC3)cc2CC1C (stereo unspecified) | 114 | 1.4
Cc1ccc(S(=O)(=O)N(CC(=O)Nc2ccc3c(c2)OCO3)c2ccc(C)c(Cl)c2)cc1 | 102 | -0.3
Cc1nn(-c2ccccc2)c(N2CCCC2)c1/C=N/N=c1\sc2ccccc2n1C | 106 | 0.3
CCC12CN3CC(CC)(CN(C1)C3c1cccc(N)c1)C2=O (stereo unspecified) | 101 | -0.4
CC12C(=O)N(c3ccc(I)cc3)C(=O)C1C1C=CC2C1 (stereo unspecified) | 101 | 0.4
O=C(N/N=C\c1cccnc1)c1n[nH]c2c1CCCC2 | 100 | -0.4
O=C1C2CC=CCC2C(=O)N1CCOc1cccc(Br)c1 (stereo unspecified) | 107 | 0.8
Cc1ccccc1Nc1nc(N)nc(COC(=O)CCCN=C2NS(=O)(=O)c3ccccc32)n1 | 86* | -1.9*
COC(=O)Cc1c(C)c2cc3c(c(C)c2oc1=O)OCN(CCc1ccccc1F)C3 | 104 | -0.6
